MIN6 prolif = induces beta-cell replication in MIN6 cells; AID 2380; MIN6 cells proliferation, ATPlite luminescence, 48 h; cells starved in 0.2% serum; 100% = growth in 10% serum; 330,000 tested, 0.29% active; proliferation, % at 10 µM;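 active means compounds whose signal lies at least 3.5 SD above the mean of all wells on their plate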;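 further: 0% = DMSO-treated cells in low-serum medium and 100% = 10% serum control; some compounds called inactive have numbers as strong as hits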
mIAP inh = mouse IAP inhibition. purified mouse IAP, CDP-Star luminescence, 30 min. inhibition, % at 10 µM. 330,000 tested, 0.2% active;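 active means inhibition of at least 40% at 10 µM in the primary screen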;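 further: plate controls were DMSO with enzyme for no effect and no enzyme wells for full effect; values of inactives mirror those of a sister screen read the other way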
hIAP inh = human IAP inhibition; P09923; purified IAP, CDP-Star luminescence, 30 min; inhibition, % at 10 µM; 330,000 tested, 0.12% active; AID 2544;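 active means inhibition reaching a set limit with compound at 10 µM in the primary screen, cut at about 35% in these data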;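 further: plate controls were DMSO wells with enzyme for no effect and no-enzyme buffer wells for full effect; values of inactives mirror those of a sister screen read the other way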
Target sequence (P09923 whole entry, looked up): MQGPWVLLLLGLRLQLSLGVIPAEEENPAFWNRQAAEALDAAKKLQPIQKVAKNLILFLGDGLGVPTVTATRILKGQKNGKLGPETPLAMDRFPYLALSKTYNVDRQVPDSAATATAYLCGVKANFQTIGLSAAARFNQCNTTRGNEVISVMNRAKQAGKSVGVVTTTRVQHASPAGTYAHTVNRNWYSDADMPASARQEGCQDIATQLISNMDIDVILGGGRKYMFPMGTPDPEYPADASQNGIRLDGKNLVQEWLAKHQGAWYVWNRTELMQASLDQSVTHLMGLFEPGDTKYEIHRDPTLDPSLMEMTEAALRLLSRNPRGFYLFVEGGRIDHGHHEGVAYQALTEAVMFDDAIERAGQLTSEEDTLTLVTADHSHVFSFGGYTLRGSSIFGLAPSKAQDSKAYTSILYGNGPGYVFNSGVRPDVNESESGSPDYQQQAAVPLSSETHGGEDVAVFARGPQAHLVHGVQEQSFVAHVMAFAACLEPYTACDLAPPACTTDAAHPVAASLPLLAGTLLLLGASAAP
GRIN3A LBD mod = modulates the human NR3A ligand-binding domain; 340,000 tested, 2.5% active; AID 1259313; Tm shift relative to glycine control, % at 25 µM; NR3A LBD differential scanning fluorimetry, Tm shift; 0% = protein alone, 100% = glycine-bound protein;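 active means melting temperature shift of at least 10% of the positive control shift, at one fixed dose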
MPTP block = inhibitors of mitochondrial permeability transition pore; 360,000 tested, 1.4% active; inhibition, % at 10 µM; isolated mouse mitochondria, Ca2+ swelling absorbance, 30 min; AID 602449;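 active means inhibition of 50% or more, scaled per plate between neutral and stimulator controls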;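 further: 0% = DMSO wells given calcium and 100% = 1 mM EGTA wells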
mIAP act = mouse IAP activation. activation factor at 10 µM. muIAP, CDP-Star luminescence, 30 min; stronger effect = higher value; 1 = vehicle-only enzyme signal, 0 = enzyme-free wells. 330,000 tested, 0.24% active;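 active means activation factor of at least 2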; further: the source names both 10 and 20 µM as test concentration; values of inactives mirror those of a sister screen read the other way
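also added = chemiluminescent substrate CDP-Star | test system = mouse IAP enzyme | signal = chemiluminescence readout | compound = DMSO-dissolved test compounds | incubation = 30 min at room temperature | benchmarks = DMSO wells, no-enzyme wells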
A3A deaminase = blocks human APOBEC3A ssDNA deamination; P31941; recombinant A3A, FAM/TAMRA ssDNA deamination fluorescence; inhibition, % at 20 µM; 330,000 tested, 0.41% active;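 active means at least 40% inhibition at 20 µM here, with at most 30% in a related deaminase screen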;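 further: plate controls were A3A with DMSO for no effect and wells lacking A3A enzyme for full effect; some results filed as inactive read as strong as hits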
Target sequence (P31941 whole entry, looked up): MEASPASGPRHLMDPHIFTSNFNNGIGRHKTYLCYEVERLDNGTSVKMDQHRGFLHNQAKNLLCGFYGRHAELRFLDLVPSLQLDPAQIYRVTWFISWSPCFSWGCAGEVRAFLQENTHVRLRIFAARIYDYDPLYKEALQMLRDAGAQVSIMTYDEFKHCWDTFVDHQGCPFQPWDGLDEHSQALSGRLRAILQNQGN
hIAP activ = increases human intestinal alkaline phosphatase activity. 330,000 tested, 0.16% active. purified human IAP, CDP-Star luminescence, 30 min; stronger effect = higher value; 1 = vehicle-only enzyme, 0 = enzyme-free background. AID 2524. P09923. activation factor at 10 µM;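 active means activation factor of the enzyme at least 2-fold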; further: the source names both 10 and 20 µM as test concentration; values of inactives mirror those of a sister screen read the other way
A3G deaminase = blocks human APOBEC3G single-stranded DNA deamination; Q9HC16; recombinant A3G, ssDNA deamination FAM/TAMRA fluorescence; inhibition, % at 20 µM; 330,000 tested, 0.28% active;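 active means inhibition of at least 40% at 20 µM, with no more than 30% in the related APOBEC3A deaminase screen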;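 further: plate controls were DMSO wells with A3G for no effect and wells lacking A3G enzyme for full effect; some compounds called inactive have numbers as strong as hits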
Target sequence (Q9HC16 whole entry, looked up): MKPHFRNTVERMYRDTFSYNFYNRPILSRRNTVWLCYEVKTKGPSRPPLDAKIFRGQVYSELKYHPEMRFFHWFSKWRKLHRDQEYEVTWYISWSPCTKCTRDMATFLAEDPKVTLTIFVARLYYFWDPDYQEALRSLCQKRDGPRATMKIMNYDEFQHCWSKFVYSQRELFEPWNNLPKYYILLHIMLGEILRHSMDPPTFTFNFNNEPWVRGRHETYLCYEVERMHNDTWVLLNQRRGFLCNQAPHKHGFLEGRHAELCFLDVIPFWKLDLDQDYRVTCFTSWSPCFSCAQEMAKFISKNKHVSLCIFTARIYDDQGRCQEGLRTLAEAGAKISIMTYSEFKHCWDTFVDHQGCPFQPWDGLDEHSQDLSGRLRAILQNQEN
Starred values were filed as active, the others as inactive.

SMILES | MIN6 prolif | mIAP inh | hIAP inh | GRIN3A LBD mod | MPTP block | mIAP act | A3A deaminase | hIAP activ | A3G deaminase
COc1cccc(CNC(=O)CCC2CCCN(c3cc(C)nc(N)n3)C2)c1 (stereo unspecified) | 2 | 6 | 21 | -1 | 3.8 | 0.94 | -3 | 0.79 | -3
CC(C)[C@H](NS(=O)(=O)c1cccc(Cl)c1)C(=O)OCC(=O)N1CCN(c2ccccc2)CC1 | 0 | 11 | 5 | -3 | 0.9 | 0.89 | 13 | 0.95 | 2
Cc1cc(NC(=O)c2noc3c2CCCC3)n(-c2ccccc2)n1 | -3 | -7 | -8 | 0 | -0.7 | 1.1 | -3 | 1.1 | -7
COc1cc2c(cc1OC)CN(C(=O)CSc1n[nH]c(N)n1)CC2 | 0 | 1 | 12 | -1 | -2.4 | 0.99 | 1 | 0.88 | -1
Cc1ccc(S(=O)(=O)Nc2cc(Cl)ccc2-n2cncn2)cc1 | 0 | 9 | -3 | 3 | 1.1 | 0.91 | -2 | 1 | -2
C=CCOC(=O)C1=C(C)NC(SC)=C(C#N)C1c1cccs1 (stereo unspecified) | -2 | 7 | -10 | -4 | 1.5 | 0.93 | -2 | 1.1 | -2
COc1ccc2cc(CCOC3CCCCO3)ncc2c1 (stereo unspecified) | 4 | -11 | 11 | 2 | -1.4 | 1.1 | -4 | 0.89 | -11
Cc1ccccc1CC(=O)N1CCCC(CNC(=O)c2ccc(F)cc2)C1 (stereo unspecified) | 1 | 4 | -13 | 2 | -1.7 | 0.96 | -4 | 1.1 | -9
COc1ccc(-c2n[nH]c(=S)nc2-c2ccc(OC)cc2)cc1 | 1 | 4 | -1 | 3 | 0.8 | 0.95 | -7 | 1 | -6
Cc1cccc(OCC(=O)NCCNC(=O)c2ccccn2)c1 | 0 | -2 | 0 | 1 | -0.4 | 1 | -2 | 1 | -7
COc1ccc(NC(=O)CSc2nnc(Cc3cccn3C)n2-c2ccc(F)cc2)cc1 | -3 | -26 | -6 | 2 | -0.3 | 1.3 | -4 | 1.1 | 2
Cc1ccc(NC(=O)COC(=O)CNC(=O)c2cccc([N+](=O)[O-])c2)cc1S(=O)(=O)N1CCCCCC1 | 0 | 13 | 9 | -3 | -0.4 | 0.87 | -3 | 0.91 | -6
c1nc2nc3c(c(N4CCOCC4)n2n1)CCCC3 | -2 | -6 | 14 | 0 | 13 | 1.1 | 0 | 0.86 | -3
COc1ccc(NC(=O)CN(c2cc(C)cc(C)c2)S(=O)(=O)c2c(C)noc2C)cc1OC | 3 | -110 | -15 | -4 | -0.9 | 2.1* | -2 | 1.1 | -3
Cc1ccc(S(=O)(=O)N2CCc3c2cc([N+](=O)[O-])cc3[N+](=O)[O-])cc1 | -5 | 13 | 19 | -1 | 1.5 | 0.87 | -2 | 0.81 | 1
CC(Oc1ccc(Cl)cc1Cl)c1ccn[nH]1 (stereo unspecified) | -1 | 13 | -21 | -3 | 0.1 | 0.87 | -3 | 1.2 | -6
CCCCNC(=O)COC(=O)CCC(=O)c1ccc(Cl)cc1 | -2 | 8 | -1 | -1 | 0.9 | 0.93 | 1 | 1 | 0
CCN(CC)CCCNC(=O)C1c2ccccc2C(=O)N(CCOC)C1c1ccc(F)cc1 (stereo unspecified) | 0 | 0 | -12 | 2 | 0.6 | 1 | 2 | 1.1 | -8
O=C(Nc1cn(-c2ccccc2)nc1-c1ccc(Cl)cc1)c1ccccc1 | 0 | -6 | -2 | 7 | 6.6 | 1.1 | 6 | 1 | -3
C=C(C)c1cccc(C(C)(C)NC(=O)NC2CCCC2)c1 | 1 | -6 | -15 | -2 | 1.6 | 1.1 | 4 | 1.2 | -5
COc1ccccc1N=Nc1ccc(O)c2ncccc12 | -5 | 11 | 28 | -16 | 7.2 | 0.89 | 2 | 0.71 | 2
C[n+]1ccc(C(=O)NCCC[N+](C)(C)C)cc1/C=N/O | 0 | -4 | 14 | -1 | -0.9 | 1 | 2 | 0.86 | -10
COc1ccccc1NC(=O)c1cccc(S(=O)(=O)N2CCN(Cc3ccccc3)CC2)c1 | -3 | 3 | 22 | -3 | 0.2 | 0.97 | 0 | 0.78 | -1
O=C(Nc1ccccc1Cl)N1CCN(c2ncccn2)CC1 | -2 | 2 | 0 | 0 | 0.1 | 0.97 | -4 | 1 | -8
CCCCCCCNC(=O)c1cc(-c2ccncc2)nc2ccccc12 | -2 | 9 | 3 | -4 | 2.6 | 0.91 | 1 | 0.97 | -7

Next part
SMILES | MIN6 prolif | mIAP inh | hIAP inh | GRIN3A LBD mod | MPTP block | mIAP act | A3A deaminase | hIAP activ | A3G deaminase
COc1ccc2c(c1)C(c1ccc(N3CCOCC3)cc1)=NNC(c1cccnc1)=N2 | -1 | -1 | -3 | 1 | -0.3 | 1 | 2 | 1 | 1
Cc1ccc(/C([O-])=C(/C(=S)NCc2ccc3c(c2)OCO3)[n+]2ccc(N(C)C)cc2)c(C)c1 | -1 | 14 | -10 | -2 | 0.5 | 0.86 | -3 | 1.1 | -12
NNC(=O)c1csc(-c2ccccc2)n1 | 3 | 6 | 2 | 4 | 1.2 | 0.94 | -2 | 0.98 | -7
Cc1ccc(C)c(N2CCN(CC3CC=CCC3)CC2)c1 (stereo unspecified) | 0 | 3 | 11 | -1 | 2.0 | 0.97 | 1 | 0.89 | 0
O=C(CNC(=O)c1cccnc1)N/N=C/c1cccnc1 | -2 | 6 | 1 | 2 | -0.2 | 0.94 | -1 | 0.99 | -5
CS(=O)(=O)c1ccccc1C(=O)Nc1ccc(S(=O)(=O)N2CCCC2)cc1 | -1 | 8 | 6 | 2 | -0.8 | 0.92 | -4 | 0.94 | -9
Cn1c(=O)c([N+](=O)[O-])c(NCC2CCCO2)c2ccccc21 (stereo unspecified) | 0 | 0 | 0 | -1 | 2.2 | 1 | 3 | 1 | -2
CCOC(=O)c1ccc(NC(=O)NC2CC3CCC(C2)N3Cc2nnnn2C(C)(C)C)cc1 (stereo unspecified) | 1 | -64 | -10 | 6 | -0.7 | 1.6 | 0 | 1.1 | -1
CCCCOc1ccc(C(=O)Nc2ccc(S(=O)(=O)Nc3cc(C)on3)cc2)cc1OC | -1 | -3 | 6 | -4 | -0.8 | 1 | 1 | 0.94 | -5
COCC(=O)Nc1nc2ccc(C)cc2s1 | -2 | 8 | 5 | -2 | 0.6 | 0.92 | -4 | 0.95 | -5
O=C(CCS(=O)(=O)c1ccc(Br)cc1)NCc1ccc(F)cc1 | -2 | -2 | -8 | 0 | -1.3 | 1 | 16 | 1.1 | 14
CC(OC(=O)/C=C/c1cccs1)C(=O)NC1CCCCC1C (stereo unspecified) | -3 | 4 | -24 | -1 | 1.0 | 0.96 | 0 | 1.2 | -5
COC(=O)C1=C(O)/C(=C\c2cc(C)n(-c3ccccc3C)c2C)N=C1C | -4 | 6 | 8 | 1 | 1.1 | 0.94 | -2 | 0.92 | -1
O=C(Nc1ccccc1)C1=C[C@H](c2ccccc2)C[C@H](OCCCCO)O1 | -5 | 0 | -7 | -6 | 2.8 | 1 | -7 | 1.1 | -14
[O-][n+]1cccc2ncc3cscc3c21 | -2 | 2 | 12 | -1 | 0.5 | 0.98 | 0 | 0.88 | 1
CC(=O)Nc1ccc(NC(=O)COC(=O)Cn2cnc3ccccc32)cc1 | -5 | 3 | 12 | 0 | -0.3 | 0.97 | 35 | 0.88 | 1
COc1ccc(C(=O)N2CCN(C(=O)Cc3ccccc3)CC2)cc1OC | 1 | -2 | -3 | 1 | -0.3 | 1 | 4 | 1 | -4
COc1ccc(-c2noc(COC(=O)c3ccco3)n2)cc1OC | -1 | -4 | 10 | -2 | -1.6 | 1 | 0 | 0.9 | -4
Cc1nc(C)c(-c2ccc(SCC(=O)Nc3cccc(Cl)c3C)nn2)s1 | 0 | 2 | 8 | -1 | 1.7 | 0.98 | 0 | 0.92 | 4
S=C(NCC1CCCO1)NC1CCCC1 (stereo unspecified) | -2 | 8 | 12 | 4 | -0.7 | 0.92 | -1 | 0.88 | -2
CCCCn1c(N)c(N(CCOC)C(=O)c2cc(S(=O)(=O)N3CCOCC3)ccc2F)c(=O)[nH]c1=O | -2 | -5 | 6 | 1 | -1.3 | 1.1 | 13 | 0.94 | 4
CCOc1cc(N2CCOCC2)c(OCC)cc1NC(=O)COC(=O)/C=C/c1ccc(OC(F)F)cc1 | 5 | 13 | 12 | 0 | 1.0 | 0.87 | -6 | 0.88 | -11
CCN(CC)CCCCOc1ccccc1OC | -3 | 0 | 16 | 2 | 0.4 | 1 | 3 | 0.84 | -5
COc1ccc(CCCC(=O)NC(C)c2ccccc2)cc1 (stereo unspecified) | 0 | -7 | -13 | -1 | 17 | 1.1 | -4 | 1.1 | -10
NC(=O)C1CCN(C(=O)COc2ccc(S(=O)(=O)NC3CCCC3)cc2)CC1 | -4 | 3 | -12 | -4 | -0.5 | 0.97 | -3 | 1.1 | -10

Exported with values under each structure: part of the list above.
The line under a structure holds: MIN6 prolif, mIAP inh, hIAP inh, GRIN3A LBD mod, MPTP block, mIAP act, A3A deaminase, hIAP activ, A3G deaminase
- CCOc1cc(N2CCOCC2)c(OCC)cc1NC(=O)COC(=O)/C=C/c1ccc(OC(F)F)cc1
    5, 13, 12, 0, 1.0, 0.87, -6, 0.88, -11
- CCN(CC)CCCCOc1ccccc1OC
    -3, 0, 16, 2, 0.4, 1, 3, 0.84, -5
- COc1ccc(CCCC(=O)NC(C)c2ccccc2)cc1 (stereo unspecified)
    0, -7, -13, -1, 17, 1.1, -4, 1.1, -10

The list goes on.
SMILES | MIN6 prolif | mIAP inh | hIAP inh | GRIN3A LBD mod | MPTP block | mIAP act | A3A deaminase | hIAP activ | A3G deaminase
COc1cc(N)ccc1NC(=O)c1cccs1 | -5 | -11 | -32 | 2 | -2.4 | 1.1 | -3 | 1.3 | -5
COc1ccc(C(C)=O)cc1CSc1nnc(C)n1-c1ccccc1 | 0 | 8 | -4 | -6 | 0.2 | 0.92 | -1 | 1 | -11
CCCCNC(=O)Nc1nnc(SCC(=O)OCC)s1 | -1 | 1 | 2 | 2 | 1.7 | 0.99 | 2 | 0.98 | 0
COC(=O)/C=C1\SC(=Nc2ccc(Cl)c(Cl)c2)NC1=O | -3 | 10 | -15 | -5 | 95* | 0.9 | -2 | 1.2 | -7
O=C(COC(=O)/C=C/c1ccccc1[N+](=O)[O-])Nc1ccc2[nH]c(=O)[nH]c2c1 | 1 | -4 | 11 | 6 | -1.2 | 1 | 7 | 0.89 | 18
COc1cc(SC)ccc1C(=O)Nc1ccc(Br)cn1 | -4 | -3 | 5 | -1 | 0.8 | 1 | -3 | 0.95 | -5
O=C(CN(C(=O)c1csnn1)c1ccc(Br)cc1)NC1CCCC1 | 5 | -3 | -4 | 0 | -3.7 | 1 | -2 | 1 | -6
CCOc1ccccc1NC(=O)N1CCCC1C(=O)NCc1cccs1 (stereo unspecified) | 1 | -4 | -13 | -1 | -2.7 | 1 | -1 | 1.1 | -5
CC1=C([N+](=O)[O-])C(c2ccc(Cl)cc2)NC(=O)N1C (stereo unspecified) | -3 | 1 | 17 | 0 | -1.0 | 0.99 | -7 | 0.83 | -4
CCC(=O)Nc1cc(Cl)ccc1N1CCN(C(=O)CC)CC1 | -3 | -6 | -5 | -8 | 0.3 | 1.1 | -2 | 1.1 | -2
CN(C)N=Nc1ccc(S(=O)(=O)/N=C(\O)c2ccccc2)cc1 | 1 | -2 | -4 | 0 | 0.6 | 1 | -6 | 1 | -4
O=C(Cn1cnc2c(nnn2Cc2ccc(F)cc2)c1=O)NCC1CCCO1 (stereo unspecified) | -2 | 2 | 15 | -2 | -1.0 | 0.98 | 2 | 0.85 | -1
CC1Cn2c(nnc2-c2cccs2)S1 (stereo unspecified) | -2 | 10 | 6 | 1 | -1.0 | 0.9 | -2 | 0.94 | -4
